DAT uptake mod: modulates human dopamine transporter uptake under cocaine. Q01959. LLC-PK1 hDAT cells, [14C]-dopamine uptake with cocaine IC80; actives deviate in either direction. B-score at 10 µM. 110,000 tested, 1.3% active. AID 449768;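 active means Z score or B-score, a plate-position-corrected score, falls beyond the plate's 99.7% confidence bounds, in either direction; inactive means both scores lie inside the 99.7% bounds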;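 further: scored against the spread of the other compound wells on the same plate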
Target sequence (Q01959 whole entry, looked up): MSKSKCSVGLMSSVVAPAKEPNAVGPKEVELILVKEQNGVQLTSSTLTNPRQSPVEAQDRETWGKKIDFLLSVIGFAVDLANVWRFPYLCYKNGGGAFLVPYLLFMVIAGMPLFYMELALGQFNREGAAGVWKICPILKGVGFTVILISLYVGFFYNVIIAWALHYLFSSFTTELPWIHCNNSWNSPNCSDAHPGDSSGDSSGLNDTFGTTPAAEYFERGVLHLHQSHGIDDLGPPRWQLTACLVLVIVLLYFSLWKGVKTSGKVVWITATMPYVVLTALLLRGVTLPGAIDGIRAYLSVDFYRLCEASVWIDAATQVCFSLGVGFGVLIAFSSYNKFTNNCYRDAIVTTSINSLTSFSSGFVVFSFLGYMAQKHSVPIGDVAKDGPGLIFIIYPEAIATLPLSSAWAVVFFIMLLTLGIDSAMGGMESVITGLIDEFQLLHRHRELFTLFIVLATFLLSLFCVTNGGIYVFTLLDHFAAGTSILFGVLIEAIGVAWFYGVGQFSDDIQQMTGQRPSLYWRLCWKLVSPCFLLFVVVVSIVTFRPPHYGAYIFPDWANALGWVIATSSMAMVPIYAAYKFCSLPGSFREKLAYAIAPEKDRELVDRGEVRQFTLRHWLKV
* = called active by the depositor.

The opening 7 records, ahead of the listing:
SMILES	DAT uptake mod
C/C=C/C(=O)N1CC2(CC(c3cccc(NC(=O)CCCCC)c3)=NO2)C[C@H]1C(N)=O (stereo partly specified)	-0.674
COc1ccc(C2/C=C\CN(C(=O)Nc3ccc(C(F)(F)F)cc3)CC(=O)N2Cc2ccc(F)cc2)cc1 (stereo unspecified)	-0.614
COC(=O)[C@@]1(C)CC[C@]2(C)CC[C@@]3(C)C(=CC(=O)C4[C@@]5(C)CC[C@H](O)C(C)(C)[C@@H]5CC[C@]43C)[C@H]2C1 (stereo partly specified)	-1.46
COc1ncccc1-c1nnn(-c2ccccc2Br)n1	1.32
Cc1cccc(C(=O)N2CCC(=O)N(C(COCc3cccc(Cl)c3)Cc3ccccc3)CC2)c1 (stereo unspecified)	0.0456
O=C(Nc1ccccc1)C1=C[C@H](c2ccc3c(c2)OCO3)C[C@H](OCCCCO)O1	0.313
O=C1[C@H]2[C@H](C=CC[C@H]2C(=O)N2CCOCC2)CCN1Cc1ccccc1	-0.619

Results, from the first entry:
SMILES	DAT uptake mod
C/C=C/C(=O)N1CC2(CC(c3cccc(NC(=O)CCCCC)c3)=NO2)C[C@H]1C(N)=O (stereo partly specified)	-0.674
COc1ccc(C2/C=C\CN(C(=O)Nc3ccc(C(F)(F)F)cc3)CC(=O)N2Cc2ccc(F)cc2)cc1 (stereo unspecified)	-0.614
COC(=O)[C@@]1(C)CC[C@]2(C)CC[C@@]3(C)C(=CC(=O)C4[C@@]5(C)CC[C@H](O)C(C)(C)[C@@H]5CC[C@]43C)[C@H]2C1 (stereo partly specified)	-1.46
COc1ncccc1-c1nnn(-c2ccccc2Br)n1	1.32
Cc1cccc(C(=O)N2CCC(=O)N(C(COCc3cccc(Cl)c3)Cc3ccccc3)CC2)c1 (stereo unspecified)	0.0456
O=C(Nc1ccccc1)C1=C[C@H](c2ccc3c(c2)OCO3)C[C@H](OCCCCO)O1	0.313
O=C1[C@H]2[C@H](C=CC[C@H]2C(=O)N2CCOCC2)CCN1Cc1ccccc1	-0.619
O=C(Nc1ccccc1)[C@@H]1CC=C[C@@H]2CCN(Cc3ccc(Cl)c(Cl)c3)C(=O)[C@@H]21	1.79
Cc1ccc(-c2[nH]c(-c3ccc(Cl)cc3)nc2SCC(=O)NCC2CCCO2)cc1 (stereo unspecified)	-0.691
CC[C@H](C)[C@@H]1NC(=O)c2cc([N+](=O)[O-])cc(F)c2NCCCC[C@@H](C(N)=O)NC(=O)[C@H](CCCCN)NC1=O	-0.555
CC1(c2nnc(-c3ccncc3)o2)CC(c2cccnc2)=NO1 (stereo unspecified)	-0.313
CCOC(=O)Cn1c(=O)c(-c2ccccc2N)nc2ccccc21	0.192
COCCNc1nc(C)cc(-c2cc(-c3ccc(Cl)cc3)on2)n1	-0.582
CCO[C@@H]1OC(C(N)=O)=C[C@H](C(C)(C)C)[C@H]1CCCO	-0.158
COc1ccc(C2=NOC(C3(S(=O)(=O)c4ccccc4)CC(O)C3)C2)cc1 (stereo unspecified)	0.0555
C[C@H]1CCC[C@]2(O[C@@H](CCO)C[C@@H](O)[C@@H]2O)O1	-0.0444
C=CCCN([C@@H](C)C(=O)OC)S(=O)(=O)c1ccccc1Br	-0.301
CC(C)=CCOc1ccc([C@@H]2COc3c(ccc4c3C=CC(C)(C)O4)C2)c(O)c1	-0.291
CCCCC1=CC2=CC(=O)C(C)(OC(=O)CC)C(=O)C2=CN1Cc1ccccc1 (stereo unspecified)	-0.988
COc1ccc(COc2cc(-c3cccc(OC)c3)nc3ccc(NC(=O)c4ccc(OC)cc4)cc23)cc1	-0.403
CCCC(=O)O[C@]1(C(=O)CO)CC[C@H]2[C@@H]3CCC4=CC(=O)CC[C@]4(C)[C@H]3[C@@H](O)C[C@@]21C	1.43
COc1ccc(COc2cc(-c3cccc(OC)c3)nc3ccc(NC(=O)c4ccc(Cl)cc4)cc23)cc1	-1.16
Cc1cc2nc3n(c2cc1C)CC1CC(C(=O)NCC2CC2)N(C)C31 (stereo unspecified)	-0.0309
CC(C)(C)OC(=O)[C@H](Cc1ccccc1)NC(=O)c1nc[nH]c1C(=O)NCc1ccccc1	0.432
COc1cc2ccc(=O)oc2c(CC=C(C)C)c1OC	-1
C#CCNC(=O)C1=C[C@H](C2CC2)C[C@H](OCCCCO)O1	-0.023
CCN1CCN(Cc2ccc(NC(=O)c3ccc(C)c(NC(=O)c4c[nH]c5cc(C(F)(F)F)ccc5c4=O)c3)cc2C(F)(F)F)CC1	1.39
COc1ccc(CN2C=C3C(=O)C(C)(OC(=O)C4CCCC4)C(=O)C=C3C=C2c2ccsc2)cc1 (stereo unspecified)	0.355
CCOC(=O)CCC(=O)O[C@H]1[C@H](O[C@@H]2[C@@H](C)[C@H](O[C@H]3C[C@@](C)(OC)[C@@H](O)[C@H](C)O3)[C@@H](C)C(=O)O[C@H](CC)[C@@](C)(O)[C@H](O)[C@@H](C)C(=O)[C@H](C)C[C@@]2(C)O)O[C@H](C)C[C@@H]1N(C)C	-1.17
COc1ccc([C@H]2/C=C\CN(S(C)(=O)=O)[C@@H](C)C(=O)N2Cc2ccc(F)cc2)cc1	0.158

3 structures from above, ordered by length of the SMILES, lowest first:
SMILES	DAT uptake mod
COc1ncccc1-c1nnn(-c2ccccc2Br)n1	1.32
CC(C)=CCOc1ccc([C@@H]2COc3c(ccc4c3C=CC(C)(C)O4)C2)c(O)c1	-0.291
COc1ccc(CN2C=C3C(=O)C(C)(OC(=O)C4CCCC4)C(=O)C=C3C=C2c2ccsc2)cc1 (stereo unspecified)	0.355

Quoted at random: 3 compounds from above, in no set order.
SMILES	DAT uptake mod
CCCCC1=CC2=CC(=O)C(C)(OC(=O)CC)C(=O)C2=CN1Cc1ccccc1 (stereo unspecified)	-0.988
C#CCNC(=O)C1=C[C@H](C2CC2)C[C@H](OCCCCO)O1	-0.023
CCCC(=O)O[C@]1(C(=O)CO)CC[C@H]2[C@@H]3CCC4=CC(=O)CC[C@]4(C)[C@H]3[C@@H](O)C[C@@]21C	1.43

Later entries.
SMILES	DAT uptake mod
C#CCOCCOCCOCCNc1nc(N2CCN(C(=O)[C@H]([C@@H](C)O)n3cc(CCCCN)nn3)CC2)nc(N2CCN(C(=O)[C@H]([C@@H](C)CC)n3cc(CCCN=C(N)N)nn3)CC2)n1	-0.374
Brc1ccc(C2=NC(Cc3ccccc3)CO2)cc1 (stereo unspecified)	0.185
OC(CCCN1CCCCC1)(c1ccccc1)c1ccccc1	-0.33
CCOC(=O)CN1C(=O)N[C@@H](c2ccccc2)[C@H](C(C)=O)[C@H]1C	-0.314
NC(=O)C1=C[C@@H](C2CCCCC2)C[C@@H](OCc2ccc(CO)cc2)O1	0.0162
O=C(C1=C[C@@H](c2ccc(Br)cc2)C[C@@H](OCc2ccc(CO)cc2)O1)N1CCN(Cc2ccc3c(c2)OCO3)CC1	0.144
C[C@@H]1NC(=O)[C@H](CCCN=C(N)N)NC(=O)c2cc([N+](=O)[O-])cc(I)c2NCCC[C@@H](C(N)=O)NC1=O	-0.884
O=c1[nH]c(Nc2ccccc2Cl)cc2ccccc12	0.163
CCCCC1=CC2=CC(=O)C(C)(OC(=O)CC)C(=O)C2=CN1c1ccc(OC)cc1 (stereo unspecified)	-1.68
CCN(CC)CCCN1C=C2C(=O)C(C)(OC(=O)CCC(=O)OC)C(=O)C(Br)=C2C=C1c1ccc(OC)cc1 (stereo unspecified)	-0.808
NC(Cc1c[nH]c2ccccc12)C(=O)Nc1ccccc1 (stereo unspecified)	1.54
Cc1ccc(Cn2c(CCNc3nc(-c4ccc(Cl)c([N+](=O)[O-])c4)cs3)nc3cc(Cl)c(Cl)cc32)cc1	-0.0196
COC(=O)CCC(=O)OC1(C)C(=O)C=C2C=C(C3CC3)N(CCN3CCOCC3)C=C2C1=O (stereo unspecified)	-1.07
CC(C)C[C@H](NC(=O)c1nc[nH]c1C(=O)NCCCCCNC(=O)OC(C)(C)C)C(=O)OCc1ccccc1	0.183
COc1cc(OC)c2c(-c3ccccc3)cc(=O)oc2c1C(CC(=O)N1CCCC1)c1ccc2c(c1)OCO2 (stereo unspecified)	2.09*
CC/C(=C(\c1ccc(O)cc1)c1ccc(OCCN(C)C)cc1)c1ccccc1	0.755
COC(=O)C1=C[C@@H](C(=O)OC)C2C3=C(C(=O)C24CCCCC4)[C@H](C)n2c(=O)n(C)c(=O)n2[C@@H]3C1 (stereo partly specified)	0.463
COCOc1ccc(C=O)cc1OCOC	0.376
COC1=C(N)C(=O)c2nc(-c3nc(C(=O)O)c(C)c(-c4ccc(OC)c(OC)c4O)c3N)ccc2C1=O	-4.15*
CC(C)(C)OC(=O)CNC(=O)c1[nH]cnc1C(=O)Nc1ccc(Cl)cc1	-0.164
CCCCC1=CC2=C(c3ccco3)C(=O)C(C)(OC(=O)c3ccc(OC)cc3)C(=O)C2=CN1c1ccc(OC)cc1 (stereo unspecified)	0.586
Cc1cc(-c2cc(C(=O)NCc3ccccc3)on2)nc(S(C)(=O)=O)n1	-0.448
CCC(C)C(NC(=O)C1CCC(C)CC1)C(=O)NC1CCN(Cc2ccccc2)CC1 (stereo unspecified)	-0.593
C=C(C)C(=O)Nc1cccc(C2=NOC3(C2)C[C@@H](C(N)=O)N(C(=O)C(=C)C)C3)c1 (stereo partly specified)	-0.0044
O=C(Nc1ccc(-c2csc(Nc3ccc(Cl)cc3)n2)cc1)c1cc([N+](=O)[O-])cc(C(F)(F)F)c1	-0.147
O=C(Nc1cccc(F)c1)c1ccc(-c2ccccc2C(F)(F)F)o1	0.782
C=CC[C@@H]1C=C(C)C[C@H](C)C[C@H](OC)[C@H]2O[C@@](O)(C(=O)C(=O)N3CCCC[C@H]3C(=O)O[C@H](/C(C)=C/[C@@H]3CC[C@@H](O)[C@H](OC)C3)[C@H](C)[C@@H](O)CC1=O)[C@H](C)C[C@@H]2OC	0.919
CC(=O)n1cc([C@@H]2C=C(C(=O)O)O[C@H](OCc3ccc(CO)cc3)C2)c2ccccc21	-0.869
C=C1CCN([C@H](C(=O)OCc2ccc(C)cc2)C(C)C)S(=O)(=O)c2ccccc21	-0.297
CCCNC(=O)c1ccc2c(=O)c(O)c(-c3ccc(OC)cc3)[nH]c2c1	-0.526
CCOC(=O)c1oc2cc(O)cc(O)c2c(=O)c1OCc1ccccc1	-1.42
CCO[C@@H]1OC(C(N)=O)=C[C@H](c2ccccc2)[C@H]1CCCO	-0.997
COc1cc2oc3cc(C#Cc4ccc(N)cc4)ccc3c(=O)c2cc1OC	-0.0544
CCCNC(=O)C1(CC2CC(c3ccccc3)=NO2)CCN(C(=O)C2(C)CC2)CC1 (stereo unspecified)	0.077
CCC[C@@H]1C[C@@]1(CCC)[C@@H](NP(=O)(c1ccccc1)c1ccccc1)c1ccc(C(=O)OC)cc1	-0.0311
CCCC(=O)Nc1cc(C)c2c(=O)oc3ccccc3c2n1	-0.903
C[C@@H](C(=O)NCc1ccccc1)[C@@H]1C[C@@]1(C)[C@@H](NC(=O)OCc1ccccc1)c1ccccc1	0.545
O=C(c1ccc2c3n(nc2c1)-c1ccc(Cl)cc1CO3)N1CCCCC1	2.42
CN1C(C(=O)NCc2cccc(Br)c2)CC2Cn3c(nc4cc5ccccc5cc43)C21 (stereo unspecified)	1.44
NC(=O)CC(NC(=O)Cc1cccc2ccccc12)c1ccc(NCC2CC2)c([N+](=O)[O-])c1 (stereo unspecified)	-1.21
CC1(c2nnc(-c3ccc(F)cc3)o2)CC(c2ccc(F)cc2)=NO1 (stereo unspecified)	-1.31
CCCC[C@@H]1CN=C(N)N1CCCC	0.44
COC(=O)CCCC1=CC2=C(c3ccccc3)C(=O)C(C)(OC(=O)C3CCCC3)C(=O)C2=CN1C1CCCC1 (stereo unspecified)	0.985
C=CCNC(=O)c1onc(CSc2ccc(F)c(F)c2)c1C(=O)NCC=C	0.188
CCCCC#Cc1ccc2c(c1)COc1c3ccccc3nn1-2	-0.133
CCOC(=O)C[C@H]1c2ccc(C(F)(F)F)cc2S(=O)(=O)N1C1CCCC1	0.35
CC(=O)OCC(=O)[C@H]1CC[C@H]2[C@@H]3CCC4=CC(=O)CC[C@]4(C)[C@H]3CC[C@]12C	0.00248
CCC1=C(OC(=O)N(CC)CC)N2C(=O)OC(=NCc3ccccc3)[C@]2(C)[C@H]2C1=CC[C@H]1C(=O)N(CC(=O)OC)C(=O)[C@H]12	2.76
CCOC(=O)C[C@H]1c2ccc(C(F)(F)F)cc2S(=O)(=O)N1c1cccc(OC)c1	0.757
CCCCC1=CC2=CC(=O)C(C)(OC(=O)c3ccco3)C(=O)C2=CO1 (stereo unspecified)	0.169
COC(=O)CCCC1=CC2=CC(=O)C(C)(OC(=O)c3cccs3)C(=O)C2=CN1CCc1ccccn1 (stereo unspecified)	-1.68
CC1(C(=O)NCCN2CCOCC2)C=CCN1C(=O)c1ccccc1 (stereo unspecified)	-1.59
COc1ccc(C2=CC3=CC(=O)C(C)(O)C(=O)C3=CO2)cc1 (stereo unspecified)	-0.11
COc1ccc(C(=O)c2c(-c3ccc(OC)cc3)oc3ccc(-c4ccc(OC)nc4)cc23)cc1	-0.401
CCC(C)[C@H]1CN=C(N)N1CC1CCCCC1 (stereo partly specified)	0.622
CC1(c2nnc(Cc3ccccc3)o2)CC(c2ccc(F)cc2)=NO1 (stereo unspecified)	0.659
COc1ccc(S(=O)(=O)n2nc(OC(C)=O)cc2N)cc1	-0.427
C#CCNC(=O)C1=C[C@@H](c2coc3ccccc3c2=O)C[C@@H](OCCCCO)O1	-0.132
CC(C)n1cnc2c(Nc3cccc(Cl)c3)nc(N(CCO)CCCO)nc21	0.4
CCOC(=O)c1ccc(NC(=O)c2nc[nH]c2C(=O)NCc2ccccc2)cc1	-1.34
New compounds follow.
SMILES	DAT uptake mod
CCCCC1=CC2=CC(=O)C(C)(OC(=O)CC)C(=O)C2=CN1C1CCCCC1 (stereo unspecified)	-0.882
Nc1ccc2cn[nH]c2c1	0.187
C[C@@H](C(=O)NCC1CC1)[C@@H]1C[C@@]1(C)[C@@H](NC(=O)OCc1ccccc1)c1ccccc1	-0.014
CN1CCCC1CCNc1ccc2sc3ccccc3c(=O)c2c1 (stereo unspecified)	-0.145

Some of the compounds tested, so the mix of outcomes need not match the whole.
